Source: PubChem BioAssay (several laboratories)
RGS4 inh: human RGS4 inhibition | HEK293 M3R/RGS4 inducible, Fluo-4 calcium flux; stronger effect = higher value; triggered by carbachol at its EC20 | B-score at 10 µM | 0.45% of 310,000 active | AID 463165;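 active means B-score, a plate-corrected calcium signal, over three deviations above library mean, with baseline fluorescence within five deviations of library mean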;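 further: RGS4 expression induced by doxycycline in cells with stable M3 receptor; B-score is computed from the integrated fluorescence ratio over baseline after carbachol; higher B-score means a larger calcium signal and so more RGS4 inhibition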
Target sequence (P49798 whole entry, looked up): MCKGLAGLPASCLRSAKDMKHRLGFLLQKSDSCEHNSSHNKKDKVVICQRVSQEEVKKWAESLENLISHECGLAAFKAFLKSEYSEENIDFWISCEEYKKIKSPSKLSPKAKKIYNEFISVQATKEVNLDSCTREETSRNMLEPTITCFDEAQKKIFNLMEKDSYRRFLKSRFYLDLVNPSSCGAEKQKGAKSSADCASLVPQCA
HDAC3 inhib: inhibitors of human histone deacetylase 3; AID 2718; recombinant HDAC3, fluorogenic peptide/trypsin coupled, fluorescence; inhibition, % at 8.3 µM; O15379; 0.15% of 320,000 active; in the data active means inhibition above about 26%, passing the limit was not always enough
ANO1 block: inhibitors of mouse TMEM16A calcium-activated chloride channel; Q8BHY3; HEK293 TMEM16A/YFP iodide influx fluorescence, ionomycin; normalized B-score (activity score, 25-100; higher = stronger inhibition) at 10 µM; 1.2% of 310,000 active; AID 588511;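 active means ratio plate-corrected score three or more library SD toward inhibition, starting fluorescence score within five deviations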;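 further: score derived from kinetic fluorescence span divided by baseline fluorescence per well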
ANO1 activ: activates or potentiates the mouse TMEM16A chloride channel; Q8BHY3; AID 623877; 0.3% of 340,000 active; B-score at 10 µM; HEK293 TMEM16A/YFP-H148Q/I152L, iodide quench fluorescence; stronger effect = lower value;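 active means fluorescence-ratio B-score plate-corrected deviation score at least 3 library SD below zero, with starting fluorescence score within 5 deviations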;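 further: channel opened by trigger with iodide after compound preincubation; score built on the fluorescence ratio of max minus min over baseline; more negative score means more quench and so TMEM16A activation or potentiation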
MrgX1 ag: agonists of human MrgX1 receptor | MrgX1-HEK293 cells, Fluo-4 calcium fluorescence, agonist mode; stronger effect = higher value | B-score at 10 µM | 0.44% of 310,000 active;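 active means calcium response B-score plate-corrected fluorescence ratio at least 3 library SD, with starting fluorescence B-score inside 5 SD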
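System: HEK293 cells stably expressing human MrgX1 receptor; Dosing: test compound in the initial addition of three; Schedule: overnight plating, then 30 min 37 °C plus 30 min room-temperature dye loading; Detection: kinetic calcium dye fluorescence, Fluo-4 NW; Controls: per-plate positive and negative controls for Z′ factor.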
RGS4 act: RGS4 potentiation or activation; 0.92% of 310,000 active; B-score at 10 µM; HEK293 M3R/inducible RGS4, carbachol calcium flux Fluo4; stronger effect = lower value;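 active means B-score of the integrated calcium signal more than 4 SD below the library mean, with starting fluorescence not abnormally high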;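 further: negative B-score means reduced calcium response which marks RGS4 activation or potentiation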
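Material: M3R-expressing HEK293 line, RGS4 induced by doxycycline | Schedule: Overnight RGS4 induction, 30 min dye load 37 °C, 20 min compound RT | Measured by: Fluo4 fluorescence kinetic imaging of calcium | Read-out: Integrated calcium ratio converted to B score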
SKKanGAS inh: SKKanGAS growth inhibition; S. pyogenes SKKanGAS, kanamycin growth, BacTiter-Glo, 6 h; inhibition, % at 7.5 µM; 1.3% of 300,000 active;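 active means mean replicate score, as percent of positive control median, at least 50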;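 further: strain carries kanamycin resistance gene driven by streptokinase promoter and grows in 40 µg/ml kanamycin; loss of luminescence reflects streptokinase promoter inhibition or plain growth inhibition; 0% = median of DMSO wells and 100% = positive control at its reference dose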
MrgX1 antagonist: antagonists of human MrgX1 receptor; AID 588676; Q96LB2; B-score at 10 µM; 1.3% of 310,000 active; MRGX1-HEK293 calcium flux, Fluo-4, BAM8-22 antagonism; stronger effect = lower value;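 active means calcium-response B-score plate-corrected more than 3 library SD below zero, starting fluorescence within 5 deviations, no agonist response on first addition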;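 further: peak minus trough fluorescence over baseline after final BAM8-22 challenge near maximal dose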
MrgX1 PAM: human MrgX1 positive allosteric modulation, primary screen. MrgX1-HEK293, Fluo-4 calcium flux, FDSS; stronger effect = higher value. B-score at 10 µM. 0.63% of 310,000 active. AID 588675;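 active means plate-corrected calcium response at least 3 library SD above typical, normal starting fluorescence, not activating the receptor alone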;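 further: compound read alongside a low EC10 to EC30 dose of BAM8-22 agonist; peak minus trough fluorescence over baseline measured at the second addition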
TRPC6 inhibitor: inhibitors of mouse TRPC6 channel; HEK293-TRPC6, membrane potential dye, ACh-evoked depolarization; stronger effect = lower value; B-score at 10 µM; 1.1% of 310,000 active;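 active means B-score under library mean minus 3 SD, initial fluorescence not abnormally high, positive integrated signal ratio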;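 further: B-score derived from integrated fluorescence ratio over the kinetic read; more negative B-score means stronger inhibition of depolarization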
Target sequence (Q61143 whole entry, looked up): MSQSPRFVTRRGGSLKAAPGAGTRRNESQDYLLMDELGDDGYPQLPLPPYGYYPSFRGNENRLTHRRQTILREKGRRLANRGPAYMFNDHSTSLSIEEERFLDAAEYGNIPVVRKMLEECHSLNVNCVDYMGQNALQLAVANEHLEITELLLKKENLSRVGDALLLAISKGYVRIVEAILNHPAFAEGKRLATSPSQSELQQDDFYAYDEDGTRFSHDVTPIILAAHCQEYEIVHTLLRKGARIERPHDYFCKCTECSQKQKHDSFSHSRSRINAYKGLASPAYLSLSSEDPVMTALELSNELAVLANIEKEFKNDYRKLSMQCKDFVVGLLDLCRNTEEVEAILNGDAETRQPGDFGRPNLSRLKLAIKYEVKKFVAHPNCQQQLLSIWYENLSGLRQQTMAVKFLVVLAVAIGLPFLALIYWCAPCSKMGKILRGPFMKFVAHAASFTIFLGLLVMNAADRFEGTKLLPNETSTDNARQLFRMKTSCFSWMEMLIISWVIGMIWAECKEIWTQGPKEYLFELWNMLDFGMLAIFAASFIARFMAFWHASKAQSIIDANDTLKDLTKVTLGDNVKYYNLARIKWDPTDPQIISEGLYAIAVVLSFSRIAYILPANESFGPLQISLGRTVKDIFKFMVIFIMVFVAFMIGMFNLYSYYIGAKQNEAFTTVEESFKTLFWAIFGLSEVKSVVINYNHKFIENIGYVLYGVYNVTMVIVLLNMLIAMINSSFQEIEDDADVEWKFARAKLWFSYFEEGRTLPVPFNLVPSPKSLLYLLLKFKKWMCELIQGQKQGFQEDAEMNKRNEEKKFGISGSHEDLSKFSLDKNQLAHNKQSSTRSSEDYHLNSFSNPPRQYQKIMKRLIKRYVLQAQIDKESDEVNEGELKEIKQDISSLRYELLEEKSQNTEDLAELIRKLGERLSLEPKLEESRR
TRPC6 act: mouse TRPC6 channel activation; Q61143; HEK293-TRPC6 membrane potential dye fluorescence; stronger effect = higher value; B-score at 10 µM; 0.13% of 310,000 active;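 active means B-score of the integrated fluorescence ratio above library mean plus 3 SD, and starting fluorescence ratio within library mean plus 5 SD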;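 further: higher score means more depolarization so channel activation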
Active calls of the source: *; i = inactive; . = not tested or not shown.

SMILES	RGS4 inh	HDAC3 inhib	ANO1 block	ANO1 activ	MrgX1 ag	RGS4 act	SKKanGAS inh	MrgX1 antagonist	MrgX1 PAM	TRPC6 inhibitor	TRPC6 act
CCOC(=O)c1sc(NC(=O)CN2C(=O)NC3(CC(C)CC(C)(C)C3)C2=O)c(C(=O)OCC)c1C (centres undefined)	i	-5	i	i	i	i	6	i	i	i	i
O=C(CN1CCN(C2CCCCC2)CC1)Nc1cccc2ccccc12	i	-22	i	i	i	i	2	i	i	i	i
Cc1sc2ncnc(N3CCC(C(=O)NNC(=O)COc4ccccc4Cl)CC3)c2c1C	i	0	i	i	i	-8*	12	-7*	i	i	i
O=C(COc1ccc([N+](=O)[O-])cc1)Nc1ccc2c(c1)OCO2	i	-5	i	i	i	i	7	i	i	i	i
O=S(=O)([O-])CCC[n+]1c(/C=C\Nc2ccccc2)oc2ccc(-c3ccccc3)cc21	i	.	.	.	.	i	3	.	.	i	i
CCN(CC)CCN1C(=O)C(O)=C(C(=O)c2ccc(C)o2)C1c1ccccn1 (centres undefined)	i	-1	i	.	i	i	-5	i	i	i	i
CC(NC(=O)c1ccncc1)c1ccccc1 (centres undefined)	i	-1	i	i	i	i	-2	i	i	i	i
Cc1cccc(N(CC(=O)NC(C)(C)C)C(=O)CCC(=O)Nc2nccs2)c1	i	0	i	i	i	i	3	i	i	i	i
Cn1c(=O)[nH]c(=O)c2c1nc(N1CCCCCC1)n2CCSc1nc2ccccc2o1	i	2	i	i	i	i	0	i	i	i	i
O=C(NCCC1CCCCN1S(=O)(=O)c1ccc(Cl)cc1)C(=O)NCc1cccnc1 (centres undefined)	i	1	i	i	i	i	-4	i	i	i	i
CC(=O)Nc1cccc(/C(C)=N/NS(=O)(=O)c2ccc(C)cc2)c1	i	-2	i	i	i	i	-16	i	i	i	i
Cc1ccc(NC(=O)CNC(=O)Cc2cccc3ccccc23)c(O)c1	i	0	i	i	i	i	-11	i	i	i	i
CC1CC(CC(=O)NNc2nc(-c3ccccc3)cs2)C(=O)O1 (centres undefined)	i	-5	i	i	i	i	-3	i	i	i	i
CC1CCCCC1N=CC1=C(O)CC(C)(C)CC1=O (centres undefined)	i	0	i	i	i	i	-3	i	i	i	i
COc1ccc(CC(NC(C)=O)C(=O)NC2CCN(C(=O)Nc3ccc(C#N)cc3)CC2)cc1OC (centres undefined)	i	0	i	i	i	i	-1	i	i	i	i
C=CCn1cnc2c(nnn2-c2cc(C)cc(C)c2)c1=O	i	-4	i	i	i	i	-4	i	i	i	i
CCOC(=O)Nc1cc(C(=O)OC)ccc1C	i	-4	i	i	i	i	-1	i	i	i	i
Nc1nnc(SCc2ccc([N+](=O)[O-])cc2)s1	i	-2	i	i	i	i	-5	i	i	i	i
COC(=O)c1ccc2c(c1)NC(=O)C(N1CCOCC1)S2 (centres undefined)	i	8	i	i	i	i	0	i	i	i	i
COC(CNC(=O)c1cc(-c2ccncc2)nc2ccc(S(=O)(=O)N3CCOCC3)cc12)OC	i	5	i	i	i	i	12	i	i	i	i
FC(F)(F)c1cc(-c2cccs2)n[nH]1	i	0	i	i	i	i	1	i	i	i	i
O=C1OCc2ccc(NC(=O)c3c(F)cccc3Cl)cc21	i	2	i	i	i	i	-2	i	i	i	i
Cn1cccc1CNCC(O)c1ccccc1 (centres undefined)	i	-4	i	i	i	i	0	i	i	i	i
O=S1(=O)C=CC(N2CCOCC2)C1 (centres undefined)	i	4	i	i	i	i	1	i	i	i	i
O=c1c2ccccc2nc(-c2ccccc2)n1/N=C/c1ccc([N+](=O)[O-])cc1	i	9	i	i	i	i	1	i	i	i	i
Going on with the list.
SMILES	RGS4 inh	HDAC3 inhib	ANO1 block	ANO1 activ	MrgX1 ag	RGS4 act	SKKanGAS inh	MrgX1 antagonist	MrgX1 PAM	TRPC6 inhibitor	TRPC6 act
Cc1nnc(NC(=O)CSc2ccc([N+](=O)[O-])cn2)s1	i	1	i	i	i	i	-20	i	i	i	i
CC(=O)c1cc2c(O)c(O)ccc2o1	i	2	i	i	i	i	-1	i	i	i	i
Cc1ccc(-c2nnc(N(C)C(=O)c3ccncc3)s2)cn1	i	0	i	i	i	i	2	i	i	i	i
COc1c2ccoc2c(OCC=C(C)C)c2oc(=O)ccc12	i	4	i	i	i	i	-5	i	i	i	i
COc1ccc(Cl)cc1C(=O)Nc1cccc(-c2ccc3nncn3n2)c1	i	5	i	i	i	i	-1	i	i	i	i
O=C(Nc1ccc(S(=O)(=O)Nc2ccccc2F)cc1)N1CCCCC1	i	1	i	i	i	i	-8	i	i	i	i
Cc1cc(NC(=O)CSc2nnc(C3CC3)n2N)c([N+](=O)[O-])cc1C	i	1	i	i	i	i	-9	i	i	i	i
O=C(NCC1CCCO1)C1CCN(S(=O)(=O)c2cccc3cccnc23)CC1 (centres undefined)	.	.	i	i	i	.	.	i	i	.	.
Cc1cccc(NC(=O)c2cc(S(=O)(=O)NCc3ccco3)ccc2F)c1C	i	5	i	i	i	i	-7	i	i	i	i
COc1cc(OC)c(OC)cc1/C=C/c1cc(C(=O)O)c2ccccc2n1	i	0	i	i	i	i	-3	i	i	i	i
COc1ccc(Cl)cc1N(CC(=O)N1CCN(Cc2ccccc2)CC1)S(C)(=O)=O	i	-6	i	i	i	i	-2	i	i	i	i
CC1CCN(CCOCCOc2ccc(Br)cc2Cl)CC1	i	-2	i	i	i	-7.2*	1	i	i	i	i
CN1C/C(=C\c2ccc(N3CCOCC3)cc2)C(=O)/C(=C/c2ccc(N3CCOCC3)cc2)C1	i	-2	i	i	i	i	-9	i	i	i	i
Cc1cccc(Nc2ncnc3onc(-c4ccc(F)cc4)c23)c1C	i	-1	i	i	i	i	-1	i	i	i	i
CCc1ccc(C(CNc2nc(C(F)(F)F)nc3ccccc23)N(C)C)cc1 (centres undefined)	i	9	i	i	i	i	0	i	i	i	i
O=C(O)c1ccc2[nH]c3c(c2c1)CSCC3	i	3	i	i	i	i	7	i	i	i	i
Cc1c(OC(C)C(=O)NCCCN2CCOCC2)ccc2c3c(c(=O)oc12)CCCC3 (centres undefined)	i	-6	i	i	i	i	1	i	6.9*	i	i
Cc1nn(C)c(C)c1S(=O)(=O)N1CCCC(C(=O)NCC2COc3ccccc3O2)C1 (centres undefined)	.	-1	i	i	i	.	.	i	i	.	.
CCOCCCNS(=O)(=O)c1ccc(NC(=O)c2ccc([N+](=O)[O-])cc2Cl)cc1	i	4	i	i	i	i	-9	i	i	i	i
COc1ccc(C2Nc3ccccc3NC3=C2C(=O)CC(C)(C)C3)cc1O (centres undefined)	i	1	i	i	i	i	-9	i	i	i	i
CN1CCN(C(=O)C2=C[C@@H](C(C)(C)C)C[C@@H](OCc3ccc(CO)cc3)O2)CC1	i	-14	i	i	i	i	1	i	i	i	i
CCN(CC)S(=O)(=O)c1cccc(C(=O)NCc2ccccc2)c1	i	-2	i	i	i	i	-11	i	i	i	i
CCCC(=O)Nc1nc2ccc(S(=O)(=O)N3CCCCC3)cc2s1	i	-1	i	i	i	i	-1	i	i	i	i
O=C(O)c1ccc(OCc2cn3ccccc3n2)cc1	i	-11	i	i	i	i	0	i	i	i	i
O=C(NCc1ccccc1)N(Cc1cc2cc3c(cc2[nH]c1=O)OCCO3)CC1CCCO1 (centres undefined)	i	.	.	i	.	i	-4	.	.	i	i
(further entries)
SMILES	RGS4 inh	HDAC3 inhib	ANO1 block	ANO1 activ	MrgX1 ag	RGS4 act	SKKanGAS inh	MrgX1 antagonist	MrgX1 PAM	TRPC6 inhibitor	TRPC6 act
CCOC(=O)N1CCN(C(=O)C(NC(=O)c2ccc(CC)cc2)C(C)C)CC1 (centres undefined)	i	-8	i	i	i	i	-11	i	i	i	i
N=c1n(Cc2ccc(Cl)cc2)c2ccccc2n1CC(O)COc1ccccc1 (centres undefined)	i	0	25*	i	i	i	11	i	i	i	i
CN(Cc1ccccc1)c1ccc([N+](=O)[O-])cc1C(=O)O	i	5	i	i	i	i	4	i	i	i	i
CN(C)CCNC(=O)c1scc2c1CCCC2	i	.	i	i	i	i	-1	i	i	i	i
Cc1nc2c(-c3ccccc3)c(C)nn2c(SCC(N)=O)c1Cc1ccccc1	i	2	i	i	i	i	4	i	i	i	i
COC(=O)c1cc(Cl)nc2ccccc12	i	-4	i	i	i	i	2	i	i	i	i
Cc1ccc2c(c1)-c1c(cnn1CC(=O)N1CCCN(Cc3ccccc3F)C1)CO2	i	0	i	i	i	i	-1	i	i	i	i
CCOc1ccc(CN2CCC(C(=O)Nc3cccc(-c4ccn[nH]4)c3)CC2)cc1Cl	i	.	i	i	i	i	7	i	i	i	i
CCOP(=O)(c1ccc(N(C)C)cc1)C(O)c1c(Cl)cccc1Cl (centres undefined)	i	6	i	i	i	i	0	i	i	i	i
Cc1cc(C)cc(OCCNC(=O)c2ccc(Br)cc2)c1	i	0	i	i	i	i	-8	i	i	i	i
Cc1ccc(NC(=O)CSC(C)C(=O)NCCc2ccccn2)cc1 (centres undefined)	i	.	i	i	i	i	-2	i	i	i	i
CCOc1ccc(N(CC(=O)N/N=C/c2ccccn2)S(=O)(=O)c2ccc(Cl)cc2)cc1	i	16	i	i	i	i	.	i	i	i	i
O=C(CN1CCCCC1)N1c2ccccc2Oc2ccccc21	i	6	i	i	i	-7.5*	2	i	i	i	i
Cc1cc(C(=O)NC2CCCc3c2cnn3-c2ccccc2F)nc(C)n1 (centres undefined)	i	4	i	i	i	i	-8	i	i	i	i
Cc1nc2c(-c3ccc(F)cc3)c(C)nn2c(C)c1CCC(=O)N1CCN(c2ccccn2)CC1	i	-5	i	i	i	i	11	i	i	i	i
CN1CCN(CC(=O)Nc2cc(S(=O)(=O)N3CCOCC3)ccc2Cl)CC1	i	1	i	i	i	i	-1	i	i	i	i
CC1OC(OC2C(OC3C(O[C@H]4CC[C@]5(C)C6C=C[C@]78OC[C@@]9(CC[C@@H](C)[C@H](C)C97)[C@H](O)C[C@@]8(C)[C@]6(C)CC[C@H]5C4(C)C)OC(C)C(O)C3O)OC(CO)C(O)C2O)C(O)C(O)C1O (some centres undefined)	i	.	.	.	.	-7.4*	17	.	.	-5.1*	i
Cc1nc(N2CCN(c3ccccc3F)CC2)[nH]c(=O)c1C	i	-1	i	i	i	i	2	i	i	i	i
O=C(Nc1ccn(-c2ccccc2)n1)c1ccc(S(=O)(=O)N2CCCCCC2)cc1	i	-2	25*	i	i	i	21	i	i	i	i
C/C(=C\C=C\c1ccccc1)C(=O)c1c(C)cc(C)[nH]c1=O	i	-9	i	i	i	i	-3	i	i	i	i
